Cardiac RTF inh = cardiac RTF calcium desensitization | inhibition, % at 7.15 µM | IANBD-labeled cardiac RTF, Ca2+ fluorescence | 0.12% of 340,000 active;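 active means inhibition above the mean inhibition of all tested compounds plus 3 SD, cut at about 17% in these data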;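 further: assay run at fixed EC70 calcium of 1.6 mM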
SUMO Mot1 rescue = SUMOylation pathway inhibition by Mot1-301 growth rescue; S. cerevisiae Mot1-301 growth rescue, ATP luminescence, 38.5C; percent above DMSO median, 100 means doubled; 1% of 320,000 active; AID 2716; growth rescue, % at 18.8 µM;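 active means every valid replicate shows activation above 250% relative to neutral control wells; inactive means the rest, any valid replicate at or below 250%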;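 further: OY570 slx delta 5 strain wells were the positive control but not used for scaling; some compounds called inactive have numbers as strong as hits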
cardiac RTF act = increases calcium sensitivity of human cardiac regulated thin filaments; P19429+P45379; IANBD-labeled TnC RTF fluorescence at EC20 calcium; 0% EC20 calcium, 100% full calcium; activation, % at 7.2 µM; 0.24% of 340,000 active; AID 493008;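 active means activation above the mean over all tested compounds plus 3 SD, cut at about 30% in these data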;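 further: rise in fluorescence read as greater calcium sensitivity of cardiac thin filaments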
dFosB act = enhances mouse delta FosB homodimer DNA binding; P13346; purified delta FosB, TAMRA-CDK5 oligo fluorescence polarization; percent of positive-control signal above neutral wells; activation, % at 25 µM; 0.99% of 340,000 active; AID 493131;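 active means mean activation above about 17%, with every replicate also reaching it, limit read from the data, passing the limit was not always enough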;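 further: fluorescence polarization rise as delta FosB binds a TAMRA Cdk5 AP-1 oligo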
Target sequence (P13346 whole entry, looked up): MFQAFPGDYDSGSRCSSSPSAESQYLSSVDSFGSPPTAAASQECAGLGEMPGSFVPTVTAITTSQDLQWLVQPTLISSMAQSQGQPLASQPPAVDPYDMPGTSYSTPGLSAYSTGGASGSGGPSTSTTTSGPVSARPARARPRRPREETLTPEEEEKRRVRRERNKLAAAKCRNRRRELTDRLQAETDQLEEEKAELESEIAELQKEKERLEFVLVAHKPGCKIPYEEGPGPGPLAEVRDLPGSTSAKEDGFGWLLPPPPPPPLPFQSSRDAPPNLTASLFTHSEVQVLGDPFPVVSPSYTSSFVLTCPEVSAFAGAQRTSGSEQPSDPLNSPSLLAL
PvdQ inh = blocks Pseudomonas aeruginosa PvdQ acylase activity. 0.063% of 340,000 active. inhibition, % at 10 µM. purified PvdQ acylase, fluorescence plate reader; in the data active means inhibition above about 30%, passing the limit was not always enough;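 further: 0% = vehicle neutral wells and 100% = reference inhibitor wells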
CDK5 p35 inh = inhibitors of human CDK5/p35 kinase | Recombinant CDK5/p35, ADP-Glo luminescence, 60 min | 0.01% of 330,000 active | AID 488839 | inhibition, % at 10 µM;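 active means highest replicate inhibition of at least 50% and at least 75% of replicates reaching 50%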;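 further: plate controls were DMSO neutral control for no effect and GW8510 at 10 µM for full effect; many of its hits are not listed in these tables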
Rtt109 Vps75 = blocks Candida albicans Rtt109/Vps75 acetyltransferase activity; purified Rtt109/Vps75, ThioGlo CoA-SH fluorescence, 4 h; 0.16% of 330,000 active; inhibition, % at 34.9 µM;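 active means inhibition of at least 50% in every replicate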
Target sequence (Q5AAJ8 whole entry, looked up): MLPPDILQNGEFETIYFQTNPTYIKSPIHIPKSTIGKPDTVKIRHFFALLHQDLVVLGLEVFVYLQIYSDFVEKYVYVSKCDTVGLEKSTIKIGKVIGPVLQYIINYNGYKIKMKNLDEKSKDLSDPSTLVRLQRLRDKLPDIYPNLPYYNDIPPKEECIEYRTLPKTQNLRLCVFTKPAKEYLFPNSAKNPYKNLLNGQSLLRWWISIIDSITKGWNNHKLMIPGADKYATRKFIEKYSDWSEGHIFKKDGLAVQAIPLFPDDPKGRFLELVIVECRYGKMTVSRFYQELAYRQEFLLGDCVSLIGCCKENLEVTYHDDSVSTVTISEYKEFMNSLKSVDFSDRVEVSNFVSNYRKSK
PfHsp90 set2 = inhibits growth of yeast expressing Plasmodium falciparum Hsp90; S. cerevisiae expressing PfHsp90, BacTiter-Glo ATP, 48 h; yeast lacking PDR1 and PDR3 efflux regulators; inhibition, % at 9.4 µM; 0.32% of 310,000 active; AID 504621;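 active means every replicate shows inhibition above about 80%, whatever the replicate mean, limit read from the data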;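 further: 0% = DMSO neutral controls and 100% = 20 µM radicicol positive controls; yeast relying on Plasmodium falciparum Hsp90 in place of its own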
NSD2 inh = NSD2 (human) methyltransferase inhibition. NSD2 peptide methylation, AlphaScreen, 120 min. AID 743445. 0.54% of 310,000 active. inhibition, % at 12.5 µM. O96028; in the data active means inhibition above about 50%
LANA DNA inh = KSHV C-LANA DNA binding inhibition. MBP-C-LANA/FAM-LBS DNA binding, fluorescence polarization. inhibition, % at 9 µM. 0.078% of 340,000 active;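 active means highest replicate inhibition at or above 60% at 9 µM, even if other replicates fall short; inactive means all replicates below 60% inhibition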;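 further: 0% = neutral control wells and 100% = 4 µM acridine orange control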
Keap1-Nrf2 PPI = disrupts human Keap1 binding to Nrf2 peptide; inhibition, % at 9.4 µM; 0.15% of 340,000 active; Q14145; Keap1 Kelch-Nrf2 peptide fluorescence polarization, 1536-well; AID 504523; in the data active means inhibition above about 12%;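 further: human Keap1 Kelch domain with fluorescein labeled Nrf2 9mer peptide probe; 0% = neutral control wells and 100% = peptide positive control; higher means more block of Keap1 binding to Nrf2 peptide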
Active calls of the source: *; x = no result given.

Results follow in this order: NSD2 inh, LANA DNA inh, Rtt109 Vps75, Cardiac RTF inh, Keap1-Nrf2 PPI, PvdQ inh, PfHsp90 set2, cardiac RTF act, dFosB act, SUMO Mot1 rescue, CDK5 p35 inh
1: CC(C)(C)N(NC(=O)Nc1ccc(Cl)cc1)C(=O)c1ccccc1
    6, 1.8, 0, -11, -5, 8, 2, -2, 0, -14, 0.3
2: Cc1ccc(NC(=O)CSCc2cc(=O)n3nc(C4CC4)sc3n2)cc1
    -2, 2.2, -10, -6, 4, 0, 2, 4, -8, -1, -0.6
3: Cc1ccc(S(=O)(=O)c2c(N)n(CCN3CCOCC3)c3nc4ccccc4nc23)cc1C
    4, -1.6, -68, 4, -4, 3, -22, -3, -7, -7, 1.1
4: COc1cc(C(=O)CCc2ccc3c(c2)OCO3)cc(OC)c1OC
    -1, 1.3, 2, 2, -1, -3, 1, 8, 3, x, 0.6
5: CCOC(=O)C1CCN(C(=O)c2cc3c(=O)n4cccc(C)c4nc3s2)CC1
    -18, -0.4, -98, -8, 6, -8, 15, -2, -19, -12, 0.5
6: Cc1[nH]c2ccccc2c1CCNC(=O)c1c(N)no[n+]1[O-]
    4, -3.8, -4, -10, -9, -9, 4, 6, -10, 8, 1.4
7: O=C(CCc1ccccc1)N/N=C/c1cccc(O)c1
    -1, 0.8, 9, -1, -2, 12, 20, 2, 1, x, -0.3
8: Cc1cc(CN2CCN(CC(=O)Nc3cc(Cl)ccc3-n3cncn3)CC2)no1
    -3, 0.1, 29, 0, 0, 3, 11, -8, -2, x, -0.7
9: CN(c1ccccc1C(=O)O)S(=O)(=O)c1ccc2c3c(cccc13)C(=O)N2
    0, 6.2, -2, 1, 1, -9, -35, 2, -9, x, 1.6
10: CCCc1nn(C(=O)c2ccccc2)c2c1C(=O)CC(C)(C)C2
    0, -1.8, 25, 0, 0, 12, 14, 6, -2, -5, -0.9
11: COc1cc(C(=O)NCCC(=O)NCCCN2CCCCC2)cc(OC)c1OC
    0, -1.2, -12, -3, -4, -8, x, -1, -1, -8, -0.2
12: COc1ccc(NC(=O)N2CCc3ccccc32)cc1
    -1, 1.9, 1, -2, -7, -6, 5, 3, -4, -44, 8.8
13: COCc1nc2ccccc2n1CCOc1ccccc1OC
    0, 2.1, 8, 3, -1, -8, -183, -3, -4, -1, 0.2
14: COC(=O)c1nn(-c2ccc(OC)cc2)ccc1=O
    -8, -1.3, 1, -8, -4, -15, -6, -4, 4, -12, -1.1
15: CCOc1ccccc1NC1=CC(=O)CC(c2ccccc2)C1 (centres undefined)
    1, 0.3, -10, -8, 5, -8, -13, -5, -5, -4, -0.8
16: O=C(NCCCN1CCC(Cc2ccccc2)CC1)C1CCN(S(=O)(=O)N2CCOCC2)CC1
    -3, -1.0, 13, -1, 2, 12, -6, -1, 8, x, 0.8
17: Cc1ccc(N(CC(=O)NC2CCCC2)C(=O)CCC(=O)Nc2nccs2)c(C)c1
    -1, 0.2, 3, 12, 1, 5, -10, -2, -2, 25, 0.0
18: CN1CCN(CC#CC(C)(O)C2CC3C=CC2C3)CC1 (centres undefined)
    12, 0.5, -5, -2, -5, -4, 21, 4, -1, -7, 1.2
19: CCOC(=O)c1cccc(NC(=O)CSc2nnc(CNc3ccc(C)cc3)n2CC)c1
    -1, 0.4, 3, -5, -5, 3, -8, -2, -16, 4, -0.3
20: CCOC(=O)c1nn(-c2ccccc2C)c2nc(Nc3ccccc3)cc(=O)n12
    -4, 0.4, -5, -24, -6, 24, 2, -5, 1, 2, x
21: CCc1nc(C#N)c(N2CCOCC2)o1
    -3, -0.6, -1, 1, -1, -3, 10, 11, -15, -14, -1.0
22: CCOC(=O)c1c(C)[nH]c(C2=NNC(=NC3CC3)SC2)c1C
    7, -2.0, 71*, -5, 0, -8, 27, 2, -10, 9, -2.2
23: Cc1cccnc1NC(=O)c1ccco1
    0, -0.1, -8, 6, 1, -6, x, -3, -1, x, 0.9
24: NC(=O)CSc1oc(-c2ccco2)nc1S(=O)(=O)c1ccc(Br)cc1
    x, -1.0, -10, 9, -2, -15, 15, 1, 2, 9, 0.2
25: CCOC(=O)Cc1nnc(-c2ccccc2)o1
    x, -0.4, -4, -3, -6, -5, 8, 10, 0, -12, -7.7
26: O=C(Nc1ccccc1[N+](=O)[O-])c1cccnc1Cl
    -1, 1.8, 4, -8, 2, -13, 16, 8, -1, 0, -0.3
27: Cc1[nH]c2c(Cl)cccc2c1CCNC(=O)C1CCCCC1C(=O)OCC(F)(F)F (centres undefined)
    1, -2.4, 0, -8, -7, -23, -3, 4, -7, 16, -0.8
28: O=C(CCCN1C(=O)c2ccccc2C1=O)NCCC1=CCCCC1
    0, -0.6, -2, 4, 0, 12, -29, -5, -4, 348, -0.8
29: Cc1cccc(NC(=O)CCC(=O)N/N=C/c2cccnc2)c1
    -1, -2.5, 11, -9, 2, -3, -15, -3, -1, 2, 0.9
30: CCOc1ccccc1C1c2cc3c(cc2OC(C)(N2CCCC2)C1C)OCO3 (centres undefined)
    6, 1.3, -3, -4, 4, 3, 8, 1, 5, 14, 0.3
31: Nc1nc(NC(=O)c2ccccc2)nn1-c1ccccc1
    -1, -0.7, -8, 3, -3, -18, 2, 0, 3, 73, 0.2
32: CCN1C(=O)C(=O)N(CC(=O)N2CCC(C)Sc3ccccc32)C1=O (centres undefined)
    0, -0.6, -6, -5, 2, -12, 6, 8, 3, 26, -0.8
33: CCc1nnc(NC(=O)c2c(C)nn(-c3ccccc3)c2Cl)s1
    -4, 1.6, -1, 3, 0, 2, -21, -1, -8, 8, -1.6
34: COCC(C)NCc1ccc(OC)c(Br)c1 (centres undefined)
    26, -0.6, 5, 1, 0, -3, 10, 3, 6, x, 0.2
35: COc1ccccc1NS(=O)(=O)c1cccc(C(=O)N2CCN(C(=O)c3ccco3)CC2)c1
    0, -3.5, 1, -2, 0, -5, -4, 5, -8, 0, -0.8
36: CC(=O)Nc1ccc2c(c1)CCc1ccccc1-2
    -1, x, -6, 1, 9, 9, 11, -9, -9, 145, -1.4
37: CC(C)C(NC(=O)OCc1ccccc1)C(=O)OCC(=O)NC1CC1 (centres undefined)
    -5, -0.6, -8, -9, -2, -14, 16, 3, -5, 202, 1.3
38: O=C(NCc1ccc(OC(F)(F)F)cc1)C1CCC(=O)N(C2CC2)C1 (centres undefined)
    0, -0.8, 12, -3, 2, 0, -29, -4, 0, x, -2.4
39: O=S(=O)(c1cccc(Cl)c1Cl)N1CCN(C(=S)NCCCN2CCOCC2)CC1
    0, -1.2, 1, -5, -1, -9, -7, 11, -5, -5, 1.7
40: CCC(=O)N1CCN(c2ccc(NC(=S)NC(=O)C(C)C)cc2)CC1
    2, 1.0, 2, -1, 1, 1, 24, -2, 0, -7, -1.0

No new results follow: 2 of the compounds above.
Results follow in this order: NSD2 inh, LANA DNA inh, Rtt109 Vps75, Cardiac RTF inh, Keap1-Nrf2 PPI, PvdQ inh, PfHsp90 set2, cardiac RTF act, dFosB act, SUMO Mot1 rescue, CDK5 p35 inh
32: CCN1C(=O)C(=O)N(CC(=O)N2CCC(C)Sc3ccccc32)C1=O (centres undefined)
    0, -0.6, -6, -5, 2, -12, 6, 8, 3, 26, -0.8
33: CCc1nnc(NC(=O)c2c(C)nn(-c3ccccc3)c2Cl)s1
    -4, 1.6, -1, 3, 0, 2, -21, -1, -8, 8, -1.6

Carrying on:
Results follow in this order: NSD2 inh, LANA DNA inh, Rtt109 Vps75, Cardiac RTF inh, Keap1-Nrf2 PPI, PvdQ inh, PfHsp90 set2, cardiac RTF act, dFosB act, SUMO Mot1 rescue, CDK5 p35 inh
41: O=C1c2ccncc2C(=O)N1CNc1ccc(Cl)cc1
    -1, 1.2, 11, -14, -3, 4, 17, -3, -6, -3, -1.6
42: O=C(c1ccc(F)cc1)N1CCC(N2CCOCC2)CC1
    -1, 1.6, -2, -12, -4, -11, -8, -1, -3, 141, -0.8
43: CCn1c(SCC(=O)N(C)CCC#N)nc2cc(S(=O)(=O)N3CCOCC3)ccc21
    2, 4.1, -1, -12, -3, -3, x, 3, -11, -5, 1.3
44: CCCNC(=O)c1cc2ccccc2c(=O)o1
    -2, 0.2, 7, 1, -4, -6, 3, -1, 4, 326, 0.3
45: NS(=O)(=O)c1ccc(CNC(=O)CNC(=O)c2ccc(Br)o2)cc1
    32, -3.7, -12, -17, 1, -12, 8, 2, -2, -21, 0.5
46: CC1Cc2ccccc2N1CC(=O)NC(=O)NC(C)(C)C (centres undefined)
    -4, 0.1, 0, -9, 0, -6, x, 5, -3, -15, 0.0
47: CNC(=S)Nc1ccc(OC(F)(F)F)cc1
    -1, -1.0, -10, 1, 0, -10, 20, 5, -4, x, -0.9
48: CC(=O)N1CCC2(CC1)C(C#N)=C(N)Oc1n[nH]c(C)c12
    -1, -0.2, 0, -5, 3, -2, -11, -8, 0, -22, -0.1
49: O=C1CCc2cc(S(=O)(=O)N3CCC(C(=O)NCCC4=CCCCC4)CC3)ccc2N1
    x, 1.2, -9, -4, 2, -19, 13, 5, -5, x, 0.4
50: COc1ccc(C(C(=O)NC(C)(C)C)N(C(=O)CCC(=O)Nc2cc(C)on2)c2ccc3c(c2)OCCO3)cc1 (centres undefined)
    -2, 0.6, -1, -20, -3, -13, 6, 0, -13, 12, 0.1
51: O=C(Cc1ccc([N+](=O)[O-])cc1)Nc1ccc(Cl)cc1
    -2, -1.2, -4, -18, 4, -12, 4, -2, -7, 1, 0.7
52: CCCn1cccc(C(=O)Nc2ccc(OC)cc2)c1=O
    -1, -0.3, x, -5, -1, 0, -14, -1, -3, -17, 0.5
53: CN(C(=O)CSc1nnc(-c2n[nH]c3ccccc23)o1)c1ccccc1
    -3, 1.0, 0, -6, -4, -29, 6, 0, -25, -6, -7.2
54: CC(C)NS(=O)(=O)c1ccc(NC(=S)NC(=O)c2cccc([N+](=O)[O-])c2)cc1
    x, -0.4, 5, -2, -1, 13, 1, -13, -3, 9, 3.4
55: CCCCc1ncc(CN2CCN(Cc3ccc(C)cc3)C(CCO)C2)[nH]1 (centres undefined)
    9, -0.6, -4, -12, -3, 5, 6, -2, 0, -11, 2.6
56: N#Cc1c(N)c(C(=O)c2ccccc2)n2ccccc12
    x, 0.1, 8, -10, -3, -14, 10, 3, 1, 24, -0.7
